# High-throughput results from PubChem.
# All columns: NCI-60 one-dose screen, growth in % after 48 h at 10 µM unless noted; 100 = growth as untreated, 0 = no growth, -100 = all killed.
# HL-60(TB): HL-60(TB) leukemia cells. 78,000 tested, 9% active; active means growth percent below 10
# * = called active by the depositor; ! = a repeat was not active; [ ] = remark or other dose. The list is partial; rates above refer to the full screens.
SMILES,HL-60(TB)
CCNC(=O)Oc1ccc(/C(=C(/C)c2ccc(Cl)cc2)c2ccc(OCCN(C)C)cc2)cc1,53
Cc1ccc(C)c(/C=C2\CN(C(=O)OC(C)(C)C)C/C(=C\c3cc(C)ccc3C)C2=O)c1,11
O=C1CSC(=Nc2ccccc2F)N1c1ccccc1F,90
Cc1cc2nc3ccc(=[N+](C)C)cc-3sc2cc1N,-35*
NOCc1ccc(CON)cc1,93
Cc1cc(N=NC(N)=S)c2ccccc2c1O,47
Cc1cc2c(c(C)c1Cl)C(=O)/C(=C/c1ccccc1)O2,101
CN(C)CC/C=C1\c2ccccc2CN(C)c2ccccc21,79
CC/C(=C(\c1ccc(OCCN2CCCCCC2)cc1)c1ccc(OC(=O)C2CCCCC2)cc1)c1ccc(OC)cc1,83
CCOc1cc2ncc(C#N)c(Nc3ccc(OCc4cccc(F)c4)c(Cl)c3)c2cc1NC(=O)CC1CCSS1 (stereo not drawn),55
C[N+](C)(C)Cc1ccc(Cl)cc1,98
Cc1cc(C)cc(C(=O)c2cc(Cl)ccc2OCCn2c(=O)ccn(CCOc3ccc(C#N)cc3)c2=O)c1,13
CN1C(=O)/C(=C/c2cccs2)c2ccccc21,99
CCOC(=O)C[n+]1ccc(C(=O)c2cc3ccccc3[nH]2)cc1,94
CCOC(=O)C1C(=O)C(=O)N(C2CCCCC2)C1C(=O)OCC (stereo not drawn),126
O=C1/C(=C/c2ccc(O)cc2)Oc2ccc(Cl)cc21,81
COC1=CC(c2ccc[nH]2)=N/C1=C\c1[nH]c(C)c(C(=O)CCCCC(=O)NCCNC(=O)CC[C@H](NC(=O)c2ccc(NCc3cnc4nc(N)[nH]c(=O)c4n3)cc2)C(=O)O)c1C,100
CC(C)OCCCNc1ncnc2nc[nH]c12,68
C/C(=N/O)c1ccc(NC(=O)Cn2nc(-c3ccccc3)nc2N)cc1,93
c1ccc(C(=C2CCCO2)c2ccccc2)cc1,95
COc1ccc(SC)cc1,111
CCCCN(CCCC)C(=O)CC(C)(O)c1ccccc1 (stereo not drawn),98
N#CCc1ccc(Sc2ccccc2)cc1,83
O=C(Nc1ccc(S(=O)(=O)N2CCOCC2)cc1)C(Cl)Cl,106
O=C(CCCC(=O)Nc1ccccn1)Nc1ccc(N2CCN(c3ccccc3)CC2)cc1,76
O=C1C(c2cccs2)=C(c2c[nH]c3ccccc23)C(=O)N1O,88
S=C(/N=C1\NN=C(c2ccccc2)CS1)Nc1ccccc1,95
CCCCOc1nc2c(C)cccc2cc1/C=C/C(=O)c1c(O)c2ccccc2oc1=O,85
c1ccc2cc(N=Nc3ccc4ccccc4c3)ccc2c1,90
CC(C)(C)OC(=O)NC(=O)OC(C)(C)C,43
COc1cccc2cc(-c3cc4ccccc4[nH]3)c(=Nc3ccc(Cl)cc3)oc12,102
CCCCCn1c(C(=O)c2cccc3ccccc23)nc2ccccc21,100
CCC(C)SC(=N)N (stereo not drawn),100
CCN(CC)c1ccc2cc(C(Nc3ccc(F)cc3)c3nnnn3C(C)(C)C)c(=O)oc2c1 (stereo not drawn),92
CCOC(=O)C(C(=O)OCC)C(=O)OCC,83
COc1cc(C=O)ccc1Oc1ccc([N+](=O)[O-])cc1[N+](=O)[O-],95
COc1cc2c(c(OC)c1OC)CCC(c1cccc(NC(=O)c3ccccc3)c1)O2 (stereo not drawn),90
CCC(C)[C@@H]1NC(=O)[C@@H]2CCCN2C(=O)[C@H](Cc2ccccc2)NC(=O)[C@H](Cc2ccccc2)NC(=O)[C@H](C(C)CC)NC(=O)[C@@H]2CCCN2C(=O)[C@H](Cc2ccccc2)NC1=O (stereo partly drawn),98
C[C@H]1[C@H](C)CC[C@]2(C)CC[C@]3(C)C(=CC[C@@H]4[C@@]5(C)CC[C@H](O)C(C)(C)[C@@H]5CC[C@]43C)[C@H]12,106
Nc1c(O)cccc1O,87
COc1ccc(NC(=O)c2ccc3c(c2)nc(-c2ccc(Cl)cc2)n3-c2cc(C(C)(C)C)[nH]n2)cc1,97
Cc1[nH]c2ccccc2c1C1Cc2ccccc2N1C(=O)c1ccccc1 (stereo not drawn),96
Cn1cc(-c2cc3nc(-c4cn(C)c5ncc(Br)cc45)cc(N)n3n2)c2cc(F)ccc21,1.4*
C=CC1(C)CC2=CCC3C(C)(C)CCC(O)C3(C)C2CC1O (stereo not drawn),75
NC(=O)c1sc2nc(-c3cnccn3)cc(-c3cccs3)c2c1N,132
COc1cc2oc(-c3cccc(C(=O)Nc4ccc(Cl)cc4)c3)cc(=O)c2c(OCCNC(=O)CNC(=O)OC(C)(C)C)c1OC,56
CCN(CC)S(=O)(=O)c1ccc(-c2nc(C(Cl)Cl)nc3cc(-c4ccc(F)cc4)nn23)cc1,4.6*
C=C1C(=O)O[C@H]2[C@H]1CC/C(COC(=O)NCc1cc(OC)c(OC)c(OC)c1)=C\CC[C@@]1(C)O[C@@H]21,11
COc1cc2c(c(O)c1OC)-c1c(cc(OC)c(OC)c1OC)C[C@@H](C)[C@@H](C)C2,92
Cc1ccc([N+](=O)[O-])cc1NC(=O)Nc1cccc(F)c1,59
C=CCn1c(C)nc2ccc(Nc3nc(Nc4ccc(F)cc4)nc4ccccc34)cc21,52
O=C(c1ccccc1)C(c1c[nH]c2ccccc12)c1c[nH]c2ccccc12,54
COc1ccc2c(c1)CC[C@@H]1[C@@H]2CC[C@]2(C)C3C(=CCC4C(=O)N(c5ccccc5)C(=O)C43)C[C@@H]12 (stereo partly drawn),82
O=C(CSc1nc(-c2ccccc2)c(-c2ccccc2)o1)N1CCCCC1,64
COc1ccc(NCc2nnc(-c3ccc(OC)cc3)o2)cc1,90
O=c1ccc(-c2ccccc2)nn1Cc1n[nH]c(=S)n1C1CCCCC1,95
Cc1c(-c2ccccc2)c(-c2ccccc2)c(C)n1Cc1ccc(Cl)cc1,39
Cc1nc2ccc(Cl)cn2c1-c1nnc(SCc2c(F)c(F)c(F)c(F)c2F)o1,97
CCOC(=O)n1cc(-c2nonc2-c2cn(C)c3ccc(Br)cc23)c2ccccc21,101
CCO/C=N/NC(=O)c1ccncc1,102

# Individual results from the entries so far.
# HL-60(TB), O=C1CSC(=Nc2ccccc2F)N1c1ccccc1F → 90
# HL-60(TB), NOCc1ccc(CON)cc1 → 93
# HL-60(TB), NC(=O)c1sc2nc(-c3cnccn3)cc(-c3cccs3)c2c1N → 132

# New compounds follow:
SMILES,HL-60(TB)
C#Cc1ccc(NC(=O)c2ccc(/C=C/C(=O)c3nccn3C)cc2)cc1,-27*
O=C(O)/C=C/c1ccccc1Br,104
OCCCc1ccncc1,95
O=C(NCc1ccccc1Br)C1CSC2c3ccccc3C(=O)N12 (stereo not drawn),99
CC[C@@](C)(NC(=O)[C@H](C)NC(=O)CCNC(=O)C(C)(C)NC(=O)[C@H](C)NC(=O)[C@@H]1CCCN1C(=O)[C@@](C)(CC)NC(=O)[C@H](Cc1ccccc1)NC(=O)C1CCCN1C(=O)C(C)(C)NC(=O)C1CCCN1C(=O)C(C)(C)NC(C)=O)C(=O)NCCC(=O)N[C@@H](CC(C)C)C(=O)NC(C)(C)C(=O)NCCC(=O)N[C@@H](CC(C)C)C(=O)NC(C)(C)C(=O)NC(C)(C)C(=O)N[C@@H](CC(C)C)C(=O)NCCC(=O)NCO (stereo partly drawn),-62*
Fc1ccccc1CSc1ncnc2nc[nH]c12,90
Cc1oc(-c2ccc(Cl)cc2)cc1C(=O)Nc1ccccc1,95
CN(C)CCN1C(=O)c2ccccc2N(C)c2ccccc21,125
CC(=O)N1C(=O)C(=O)c2ccccc21,104
Nc1c(C(=O)Nc2cccc3ccccc23)sc2nc3c(cc12)COCC3,-4.2*
N#CC1(C#N)C(/C=C/c2ccco2)OC23CCCCC2C1(C#N)C(=N)O3 (stereo not drawn),100
Cc1ccc(-c2nc(SCC(=O)c3ccc(Br)cc3)[nH]c(=O)c2C#N)s1,102
CC(=O)OCC(OC(C)=O)C(OC(C)=O)C(OC(C)=O)C(OC(C)=O)C(=O)N/C(N)=N/C(N)=Nc1ccccc1 (stereo not drawn),81
CCOC(=O)CN1CCN(CC(=O)NC(c2ccccc2)c2ccc(Cl)cc2)CC1 (stereo not drawn),86
COc1cc2ncnc(Oc3ccc(NC(=O)Nc4ccc(Cl)c(C(F)(F)F)c4)c4ccccc34)c2cc1OC,88
Clc1ccc(Nc2nnc(Cc3ccncc3)c3ccccc23)cc1,111
CCn1cc(C(=O)C2C(C)(C)C2(C)C)c2ccccc21,122
C=C(C)[C@@H]1CC=C2c3sc(Nc4ccc(F)cc4)nc3C[C@@H](C)[C@]2(C)C1,99
CC(=O)N1c2ccccc2Sc2ccccc21,79
O=C(Nc1ccc2ncnc(Nc3nnc(-c4ccncc4)s3)c2c1)c1ccccc1,75
Cn1cc(-c2ccc3c(Nc4cccc(NC(=O)Nc5cccc(F)c5)c4)ncnc3c2)cn1,74
C=C(C)[C@@H]1CC[C@]2(C(=O)O)CC[C@]3(C)[C@H](CC[C@@H]4[C@@]5(C)C/C(=C/c6ccc(Br)cc6)C(=O)C(C)(C)[C@@H]5CC[C@]43C)[C@@H]12,17
COC(=O)c1ccc(O)c([N+](=O)[O-])c1,65
O=c1[nH]c(=S)[nH]cc1Oc1ccc(I)cc1,98
CC(=O)CC(=O)NC(C)CCC(C)C (stereo not drawn),108
COc1ccc(/C=C/C(=O)c2c(C)nc3ccccc3c2/C=C/c2ccccc2)c(OC)c1,67
Cc1ccc(-c2cn3ccc(N)nc3n2)cc1,107
CC[C@H](CC[C@@H](C)[C@H]1CC[C@H]2[C@@H]3CC[C@@H]4CC(=O)/C(=C\c5cccnc5)C[C@]4(C)[C@H]3CC[C@]12C)C(C)C,103[100 µM]
COC(=O)/C=C\C=C(\CBr)C(=O)OC,93
COc1cccc(F)c1,88
CCOC(=O)C1=C(N)N(c2ccc(Cl)cc2)C2=C(C(=O)CC(C)(C)C2)C1c1cccc(Cl)c1Cl (stereo not drawn),23
Fc1ccc(C2CC(c3cccc(Nc4ccncc4)c3)=NN2c2ccc(Cl)cc2)cc1 (stereo not drawn),17
Cc1nc2nc(SCCO)[nH]c2c(=O)[nH]1,88
NC1=NC(SCc2ccccc2CCl)c2ncn(Cc3ccccc3CCl)c2N1 (stereo not drawn),-25*
COc1ccc(NC(=O)Nc2ccc(OCc3ccc(C)cc3)cc2)cc1,98
O=c1c2c([nH]c3ccccc13)CCCC2,5.4*!
Nc1c(C(=O)Nc2ccccn2)sc2nc3c(cc12)CCCCCC3,-22*
Cc1cc(C(F)(F)F)nc(NNc2nc(C)cc(C(F)(F)F)n2)n1,104
Cc1ncnc2c1CCC2,99
Cc1cccc(C)c1N=C(Cc1nc2c(=O)n(C)c(=O)n(C)c2[nH]c1=O)c1ccccc1,100

# A draw from above in order of formula weight, high to low:
SMILES,HL-60(TB)
Cc1cc(C(F)(F)F)nc(NNc2nc(C)cc(C(F)(F)F)n2)n1,104
Cc1nc2nc(SCCO)[nH]c2c(=O)[nH]1,88
COC(=O)c1ccc(O)c([N+](=O)[O-])c1,65
Cc1ncnc2c1CCC2,99

# (more compounds)
SMILES,HL-60(TB)
Cc1cc(=NC(C)(C)C)nc2c3ccccc3c(Cl)cn12,83
C#CCOc1ccc2ncnc(Nc3ccc(NC(=O)CCl)cc3)c2c1,-58*
O=C(NNC(=O)c1ccncc1)NC(=O)c1ccc(Br)cc1,112
CCOC(=O)CO,84
COc1cc2c(c(OC)c1OC)C(=O)CC(c1cccc(NC(=O)c3cc(NC(=O)[C@H](Cc4ccccc4)NC(=O)OC(C)(C)C)ccc3Cl)c1)O2 (stereo partly drawn),100
CC[CH2][Pb]([CH2]CC)([CH2]CC)[O]C(=O)C(F)(F)F,-30*
CC1(C)CC[C@]2(C(=O)N3CCOCC3)CC[C@]3(C)C(=CC[C@@H]4[C@@]5(C)C/C(=C/c6ccccn6)C(=O)C(C)(C)[C@@H]5CC[C@]43C)[C@@H]2C1,6.9*
CSc1nc(Cl)cc(=O)[nH]1,99
O=C(O)c1ccc(-c2nn(-c3ccc(C(=O)O)cc3)cc2/C=N/Nc2nc(-c3ccc(O)cc3)cs2)cc1,111
COc1cc2cc(Oc3ccc(NC(=O)Nc4cccc(C(F)(F)F)c4)cc3)c(C)nc2cc1OCCN(C)C,133
COc1ccc(/C=C2\NC(=O)NC2=O)cc1O,102
NCCCN1CCCC1=O,90
COC1=NCN=C2SC=C(N)N=C12,114
NC(N)=NC(N)=Nc1ccc(S(=O)(=O)c2ccc(N=C(N)N=C(N)N)cc2)cc1,108
Cc1ccc(C)c2c1sc1nc(N3CCOCC3)c(C#N)c(=N)n12,99
O=C1c2ccccc2C(=O)c2c1c(C(=O)Nc1ccccc1)c1ccccn21,64
NC(CSC1(c2ccc(F)cc2)c2ccccc2-c2ccccc21)C(=O)O (stereo not drawn),97
CCCCN=C(OC1C=CCCC1)SC (stereo not drawn),103
CCCCCCCCCCOC(=O)c1nn(C(C)=O)c2cc(F)c(F)cc12,86
CC(=O)O[C@H]1C[C@@]2(C)[C@@H](C[C@@H](O)[C@H]3[C@@]4(C)CC[C@H](NCCCNCCCCNCCCN)[C@@H](C)[C@@H]4CC[C@@]32C)/C1=C(\CCC=C(C)C)C(=O)O,79
COc1ccc2c(Cn3cc(CSc4nc5ccccc5o4)nn3)cc(=O)oc2c1,99

# Among those listed so far, these contain a furan ring, fused or not:
SMILES,HL-60(TB)
Cc1oc(-c2ccc(Cl)cc2)cc1C(=O)Nc1ccccc1,95
N#CC1(C#N)C(/C=C/c2ccco2)OC23CCCCC2C1(C#N)C(=N)O3 (stereo not drawn),100

# Rewritten as labelled records: entries from further up
O=C1c2ccccc2C(=O)c2c1c(C(=O)Nc1ccccc1)c1ccccn21
- HL-60(TB): 64
NC(CSC1(c2ccc(F)cc2)c2ccccc2-c2ccccc21)C(=O)O (stereo not drawn)
- HL-60(TB): 97
CCCCN=C(OC1C=CCCC1)SC (stereo not drawn)
- HL-60(TB): 103
CCCCCCCCCCOC(=O)c1nn(C(C)=O)c2cc(F)c(F)cc12
- HL-60(TB): 86
